Assay outcomes as filed in PubChem BioAssay.
Abeta yeast res: restores growth of yeast expressing A-beta42 peptide; yeast expressing A-beta42, growth rescue, OD600, 48 h; response scale: 0% DMSO, 100% iron-clioquinol control; Potency, µM (series often up to 46.1 µM), for inactives: at the top dose growth rescue, most hits filed as activators; 410,000 tested, 0.063% active; AID 1347071; also: potency is read from the fitted curve at half-maximal effect; nearly all actives have a fitted effect of over 55% in size
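Yeast growth medium received pinned compounds, then yeast cells expressing toxic A-beta were added; plates incubated at 30 C for 48 hr. Growth read as absorbance at 600 nm, normalized to DMSO and equimolar FeCl3 plus clioquinol controls.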
HepG2 viability: kills HepG2 cells in TGF-b inhibitor counter-screen; HepG2 CAGA-GFP viability, ATP luminescence, 18 h; Potency, µM (titrated, usually from 46.1 µM), inactives show at the top dose activity change, negative = cytotoxicity, actives largely listed as cytotoxic; 410,000 tested, 0.76% active; AID 588856; also: potency is read from the fitted curve at half-maximal effect; some results filed as inactive show a strong effect at the top dose
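HepG2 CAGA-GFP cells (1000/well, DMEM with 1% FBS) received compound, then TGF-beta at 500 pg/mL final, and were incubated 18 hours at 37 degrees C. Viability was read by CellTiter-Glo luminescence. Media-only wells were set as complete cell-killing and DMSO as no toxicity.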
A549 tox: A549 cytotoxicity, counter-screen for Nrf2 inhibitors; Potency, µM (top dose mostly 46 µM), inactives show at the highest dose activity change, negative = cytotoxicity, actives largely listed as inhibitors; AID 504648; 390,000 tested, 0.16% active; A549 ARE-Fluc cells, CellTiter-Fluor viability, 18-24 h; also: potency is read from the fitted curve at half-maximal effect; % is scaled to controls: 0 for no effect and ±100 for the full control effect
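A549 ARE-Fluc cells in 5% FBS OPTI-MEM, 5000 cells/well, rested 2 h then exposed to compounds in concentration-response for 18-24 h at 37 °C. Viability by CellTiter-Fluor fluorescence (Ex 405/Em 525) after 30 min; luciferase luminescence (BugLite, 15 min, RT) read afterwards.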
Nrf2 inh: blocks Nrf2 signaling | Potency, µM (doses to about 46 µM), for inactives: at the highest dose activity change, negative = inhibition, actives largely listed as inhibitors | A549 ARE-Fluc reporter, luciferase luminescence, 18-24 h | 360,000 tested, 2.1% active; also: potency is read from the fitted curve at half-maximal effect; % is scaled to controls: 0 for no effect and ±100 for the full control effect; nearly all actives have a fitted effect of over 60% in size
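Nrf2 activity is the BugLite luminescence, read 15 min after reagent at room temperature, following CellTiter-Fluor cytotoxicity readout (30 min, 37C). Compound titrations were applied for 18-24 h to 5000 A549 ARE_Fluc cells/well in 5% FBS OPTI-MEM.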
Nrf2 activator: activates Nrf2 signaling | Potency, µM (titrated, usually from 46.1 µM), for the others: top-dose activation, most hits filed as activators | 410,000 tested, 0.31% active | AREc32 ARE-luciferase reporter (MCF7-derived line), luminescence, 24 h; also: potency is read from the fitted curve at half-maximal effect; % of control where 0% means no effect; nearly all actives have a fitted effect of over 65% in size
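Reporter line AREc32 (ARE-Fluc), seeded overnight in OPTI-MEM with 5% FBS; compound pin-transferred, 24 hr at 37 deg C, 5% CO2; luminescent read-out.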
Akt phos inh: Akt phosphorylation inhibition. Neuro2A IGF-stimulated pAkt S473 HTRF, 20 min; stronger effect = lower value. activity change, % for hits at 50 µM. 360,000 tested, 0.32% active. AID 651550; in the data active = activity change below about -80%; inconclusive = mostly about -51% to -80%; also: % is scaled to controls: 0 for no effect and ±100 for the full control effect
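Neuro2A cells in DMEM with 0.5% FBS, overnight at 37 deg C, given compound at single 50 µM final, then IGF (6 nM final) for 20 min at 37 deg C. Lysed; phospho-Akt Ser473 by HTRF after 24 h, 665/615 ratio.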
Mm-Cpn inhibitor: M. maripaludis TRiC chaperonin inhibition; purified Mm-Cpn ATPase, ADP Transcreener TR-FRET; Potency, µM (highest dose often 76.9 µM), without a hit: at the top dose activity, negative = inhibition, actives largely listed as inhibitors; 330,000 tested, 0.031% active; also: potency is read from the fitted curve at half-maximal effect; % is scaled to controls: 0 for no effect and ±100 for the full control effect; nearly all actives have a fitted effect of over 80% in size
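Measured: ADP formation by purified Mm-CPN. Conditions: 25 nM protein, 10 uM ATP, Tris pH 7.4 with Mg2+, K+ and DTT, 37°C for 30 min. Detection: Transcreener HTRF after 30 min at room temperature.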
CCT chaperon mod: changes cytosolic chaperonin activity. AID 651819. activity change, % (test concentration not listed), hits read low. 360,000 tested, 0.3% active. purified chaperonin ATPase assay, HTRF ADP detection, 30 min; in the data active = activity change below about -30%; also: % is scaled to controls: 0 for no effect and ±100 for the full control effect
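ATPase activity: ADP formed was measured by HTRF Transcreener (665/615 nm ratio) after 30 min at 37 deg C with 10 uM ATP. Compounds screened at one 76 uM concentration against 40 or 20 nM TRiC in Tris pH 7.4/KCl/MgCl2/DTT buffer.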
TGFb SMAD3 inh: TGF-b pathway inhibition | HepG2 CAGA-GFP TGF-b/SMAD3 reporter, GFP fluorescence, 18 h; TGF-beta stimulated, 500 pg/mL final | Potency, µM (series often up to 46.1 µM), for the others: top-dose activity, negative = inhibition, actives largely listed as inhibitors | 410,000 tested, 1.2% active | AID 588855; also: potency is read from the fitted curve at half-maximal effect; % is scaled to controls: 0 for no effect and ±100 for the full control effect; nearly all actives have a fitted effect of over 65% in size
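HEPG2 CAGA-GFP reporter cells (1000/well, DMEM with 1% FBS) received compounds, then recombinant TGF-beta at 500 pg/mL final for 18 hours at 37 degrees C. Per-cell GFP summed per well was normalised to unstimulated and stimulated DMSO controls before curve fitting.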
The depositor's hits bear a star; i = inactive; ? = inconclusive; . = no result given; [ ] = remark or other dose. Unless noted, calls follow the shape of the dose curve; as a rule, active = well fitted curve in the direction sought with a large enough effect; inconclusive = small, poorly fitted or top-dose-only effect, or another doubt; inactive = no such curve, though single readings can be large; an effect the other way counts as inactive or inconclusive.

1	CC(C)N(CCNS(=O)(=O)c1ccc(Cl)cc1)C(C)C
2	O=C(NCc1ccccc1)C(=O)Nc1nccs1
3	Cc1cccc(Nc2nc(N)nc(CN3CCN(c4ccc(F)cc4)CC3)n2)c1
4	CCOc1ccc(CCNC(=O)COC(=O)CCc2cc(OC)c(OC)c(OC)c2)cc1OCC
5	CCN(CC(=O)NCc1cccs1)C(=O)c1cccc(S(=O)(=O)Nc2ccc(OC)cc2)c1
6	CC1(C(=O)NS(=O)(=O)Cc2ccccc2)CCN1C(=O)Cc1ccccc1 (stereo unspecified)
7	Cc1ccc(NC(=O)Cn2cc(C(=O)c3ccco3)c3ccccc32)cc1
8	O=C(NCc1ccc(F)cc1)c1ccc(CS(=O)(=O)c2ccc(Cl)cc2)o1
screen / no.,1,2,3,4,5,6,7,8
CCT chaperon mod,-1.4,3.8,0.2,-2.9,0.7,0.5,.,.
TGFb SMAD3 inh,-8%,-16%,?,9%,-2%,17%,2%,?
Mm-Cpn inhibitor,1%,-1%,-1%,-3%,-3%,.,.,.
Nrf2 activator,-0.8%,0.0%,4.5%,-0.6%,0.0%,0.4%[9.22 µM],4.0%,0.3%
Akt phos inh,.,i,i,i,i,i,.,.
Nrf2 inh,-11%,0%,?,-3%,5%,.,.,.
HepG2 viability,-5%,-8%,-39%,9%,3%,-3%,-8%,-13%
Abeta yeast res,-25%,-10%,?,-5%,18%,12%,2%,-10%
A549 tox,-19%,1%,4%,2%,-11%,.,-12%,1%

9	COc1ccc(NC(=O)CSc2nc3c(c(=O)n(C)c(=O)n3C)n2C)c(OC)c1
10	O=C1[C@@H]2CSCN2C(=O)CN1Cc1ccc(F)cc1
11	CN1C(=O)C2(c3ccccc31)N(C)CC(c1ccccc1)C21SC(=S)N(Cc2ccco2)C1=O (stereo unspecified)
12	COc1ccc(CCNc2ncnc3c2cnn3-c2cccc(Cl)c2)cc1
13	COc1cc(C2C3=C(CC(c4ccco4)CC3=O)Nc3ccccc3N2C(C)=O)cc(OC)c1OC (stereo unspecified)
14	Cc1cc(C)c2c(-n3cccc3)c(C(=O)NNS(=O)(=O)c3ccc(Cl)cc3)sc2n1
15	COc1ccccc1C1C=C(c2ccc(Cl)cc2)Nc2nc(-c3ccc(Cl)cc3)nn21 (stereo unspecified)
16	O=C(COC(=O)c1cc(-c2cccs2)nn1-c1ccccc1)Nc1cc([N+](=O)[O-])ccc1Cl
screen / no.,9,10,11,12,13,14,15,16
CCT chaperon mod,-2.7,-1.9,-0.4,.,-0.3,-1.0,.,-1.1
TGFb SMAD3 inh,14%,0%,-12%,-4%,8%,-3%,?,4%
Mm-Cpn inhibitor,2%,2%,0%,.,-2%,1%,.,1%
Nrf2 activator,0.3%,-0.3%,0.0%,-0.5%,-0.4%,2.8%,-0.1%,0.2%
Akt phos inh,i,i,i,.,.,i,.,i
Nrf2 inh,?,-7%,?,.,-6%,-23%,?,-14%
HepG2 viability,-10%,-27%,-11%,-19%,-1%,-4%,-32%,-5%
Abeta yeast res,-6%,-4%,4%,-3%,9%,-29%,3%,4%
A549 tox,2%,-1%,1%,-1%,-1%,-19%,-1%,1%

17	CC(C)CC1N=C2c3ccccc3N=C(SCC(=O)NCCc3ccc(Cl)cc3)N2C1=O (stereo unspecified)
18	COc1cc2nc(NC(=O)c3ccccc3)[nH]c(=O)c2cc1OC
19	O=C1NC[C@H](CCCCN2C[C@H](Cc3ccccc3)N(CCC3CCCCC3)C(=O)C2=O)N(CC2CCCCC2)C1=O
20	Cc1cccc(C(=O)NN(C)c2nc(-c3ccccc3)nnc2C(F)(F)F)c1
21	COc1ccc(CCNC(=O)c2ccc3c(c2)N(Cc2c(F)cccc2Cl)C(=O)CS3)cc1OC
22	CCCc1cc(=O)oc2cc(C)cc(OCC(=O)NCCCN3CCCC3=O)c12
23	Clc1ccccc1CSc1nnc(C2CCNCC2)o1
24	CCn1nnnc1SCC(=O)Nc1cc(C)on1
screen / no.,17,18,19,20,21,22,23,24
CCT chaperon mod,.,1.2,0.5,-0.7,.,0.3,.,-1.5
TGFb SMAD3 inh,11%,-2%,.,-27%,-6%,1%,1%,4%
Mm-Cpn inhibitor,.,1%,.,-3%,.,-8%,.,0%
Nrf2 activator,0.4%,-0.6%,-0.1%,-0.7%,5.1%,0.1%,-1.5%,-0.7%
Akt phos inh,.,i,i,i,.,i,.,i
Nrf2 inh,.,-14%,.,-8%,.,13%,16%,-6%
HepG2 viability,-13%,1%,.,3%,-20%,4%,-1%,-8%
Abeta yeast res,-12%,-11%,-8%,-6%,-13%,3%,7%,1%
A549 tox,-13%,2%,.,-4%,-26%,-3%,-7%,-2%

Some of the entries so far, bar-delimited:
No. | Structure | CCT chaperon mod | TGFb SMAD3 inh | Mm-Cpn inhibitor | Nrf2 activator | Akt phos inh | Nrf2 inh | HepG2 viability | Abeta yeast res | A549 tox
18 | COc1cc2nc(NC(=O)c3ccccc3)[nH]c(=O)c2cc1OC | 1.2 | -2% | 1% | -0.6% | i | -14% | 1% | -11% | 2%
19 | O=C1NC[C@H](CCCCN2C[C@H](Cc3ccccc3)N(CCC3CCCCC3)C(=O)C2=O)N(CC2CCCCC2)C1=O | 0.5 | . | . | -0.1% | i | . | . | -8% | .
20 | Cc1cccc(C(=O)NN(C)c2nc(-c3ccccc3)nnc2C(F)(F)F)c1 | -0.7 | -27% | -3% | -0.7% | i | -8% | 3% | -6% | -4%
21 | COc1ccc(CCNC(=O)c2ccc3c(c2)N(Cc2c(F)cccc2Cl)C(=O)CS3)cc1OC | . | -6% | . | 5.1% | . | . | -20% | -13% | -26%

Going on with the list:
25	Cc1cc(C)n(-c2nc3ccccc3c(=O)n2OCc2ccc(Cl)cc2)n1
26	CCn1ncc([C@@H]2C[C@H]3CN(Cc4ccccc4C)C(=O)[C@]34CCCN24)c1C
27	c1ccc(CCCc2nc(-c3ccccn3)no2)cc1
28	CCc1ccc(Oc2ncnc(N)c2[N+](=O)[O-])cc1
29	Clc1ccc2c(NCc3ccccn3)ccnc2c1
30	CC1CCCN(C(=O)CN(c2ccccc2)S(=O)(=O)c2ccc(F)cc2)C1 (stereo unspecified)
31	COc1ccc(-c2cnc3c(NC=O)cc(-c4ccc(S(C)(=O)=O)cc4)cn23)cc1OC
32	CCOc1ccc(NC(C(=O)Nc2cccc(C(C)=O)c2)c2ccccc2)cc1 (stereo unspecified)
screen / no.,25,26,27,28,29,30,31,32
CCT chaperon mod,-0.9,0.3,-2.7,0.4,1.3,0.8,-0.3,2.4
TGFb SMAD3 inh,8%,-23%,-20%,-19%,13µM*,-17%,-18%,-7%
Mm-Cpn inhibitor,0%,1%,1%,1%,0%,4%,.,1%
Nrf2 activator,20%,0.4%,-0.1%,27%,0.7%,-0.6%,6.7%,-0.4%
Akt phos inh,i,i,i,i,i,i,i,i
Nrf2 inh,9%,2%,?,-3%,-23%,7%,.,14%
HepG2 viability,-25%,-12%,-6%,-20%,-30%,-12%,-20%,-5%
Abeta yeast res,-30%,0%,23%,0%,-5%,9%,-1%,-6%
A549 tox,6%,-6%,7%,-5%,6%,-11%,.,2%

33	CC1Cc2cc(S(=O)(=O)N3CCN(c4ccccc4)CC3)ccc2N1C(=O)C1CC1 (stereo unspecified)
34	COC(=O)N1C(=O)[C@@](c2ccccc2)(C(C)C)N1C(=O)OC
35	Cc1nnsc1C(=O)Nc1ccc(S(=O)(=O)N2CCC(C)CC2)cc1
36	COc1ccc(NC(=O)COC(=O)/C=C/c2ccc(OC)c(S(=O)(=O)N3CCOCC3)c2)cc1
37	Cc1ccc(S(=O)(=O)N2CCN(C(=O)COC(=O)c3ccc(C(C)(C)C)cc3)CC2)c(C)c1
38	Cc1cc2nc(-c3ccc[nH]c3=O)n(Cc3ccccc3F)c2cc1C
39	O=C(CCNC(=O)c1ccco1)Nc1ccc(F)c(Cl)c1
40	C=CCN(C(=O)c1csnn1)C(C(=O)NCc1ccc(F)cc1)c1ccc(F)cc1 (stereo unspecified)
41	CCOC(=O)C(=NCC1CCCO1)NNc1ccccc1Cl (stereo unspecified)
screen / no.,33,34,35,36,37,38,39,40,41
CCT chaperon mod,-0.7,-4.4,-0.3,-2.8,-4.0,0.0,-0.6,-9.0,0.9
TGFb SMAD3 inh,-9%,?,-18%,5%,?,9%,6%,-4%,-5%
Mm-Cpn inhibitor,-1%,3%,1%,1%,4%,-2%,0%,-1%,0%
Nrf2 activator,-0.6%,13%,-0.1%,2.7%,0.1%,0.0%,2.5%,-0.8%,2.5%
Akt phos inh,.,i,i,i,i,i,i,i,i
Nrf2 inh,11%,?,9.2µM*,?,5%,5%,-4%,?,-8%
HepG2 viability,-5%,-47%,-7%,-1%,-16%,-1%,-16%,-5%,1.3µM*
Abeta yeast res,-10%,-13%,7%,-4%,8%,-14%,0%,9%,-49%[inhibitor]
A549 tox,1%,-17%,-15%,7%,4%,-9%,2%,-6%,2%
